From PubChem BioAssay
mHTT-CaM PPI inh = mHTT-calmodulin interaction abrogation. AID 1671202. AlphaScreen His-mHTT/GST-CaM binding, luminescence. inhibition, % at 15 µM. hit rate 3.6% among 190,000. P42858;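 note: 0% = both proteins with DMSO and 100% = one protein alone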
Target sequence (P42858 whole entry, looked up, stated change not applied): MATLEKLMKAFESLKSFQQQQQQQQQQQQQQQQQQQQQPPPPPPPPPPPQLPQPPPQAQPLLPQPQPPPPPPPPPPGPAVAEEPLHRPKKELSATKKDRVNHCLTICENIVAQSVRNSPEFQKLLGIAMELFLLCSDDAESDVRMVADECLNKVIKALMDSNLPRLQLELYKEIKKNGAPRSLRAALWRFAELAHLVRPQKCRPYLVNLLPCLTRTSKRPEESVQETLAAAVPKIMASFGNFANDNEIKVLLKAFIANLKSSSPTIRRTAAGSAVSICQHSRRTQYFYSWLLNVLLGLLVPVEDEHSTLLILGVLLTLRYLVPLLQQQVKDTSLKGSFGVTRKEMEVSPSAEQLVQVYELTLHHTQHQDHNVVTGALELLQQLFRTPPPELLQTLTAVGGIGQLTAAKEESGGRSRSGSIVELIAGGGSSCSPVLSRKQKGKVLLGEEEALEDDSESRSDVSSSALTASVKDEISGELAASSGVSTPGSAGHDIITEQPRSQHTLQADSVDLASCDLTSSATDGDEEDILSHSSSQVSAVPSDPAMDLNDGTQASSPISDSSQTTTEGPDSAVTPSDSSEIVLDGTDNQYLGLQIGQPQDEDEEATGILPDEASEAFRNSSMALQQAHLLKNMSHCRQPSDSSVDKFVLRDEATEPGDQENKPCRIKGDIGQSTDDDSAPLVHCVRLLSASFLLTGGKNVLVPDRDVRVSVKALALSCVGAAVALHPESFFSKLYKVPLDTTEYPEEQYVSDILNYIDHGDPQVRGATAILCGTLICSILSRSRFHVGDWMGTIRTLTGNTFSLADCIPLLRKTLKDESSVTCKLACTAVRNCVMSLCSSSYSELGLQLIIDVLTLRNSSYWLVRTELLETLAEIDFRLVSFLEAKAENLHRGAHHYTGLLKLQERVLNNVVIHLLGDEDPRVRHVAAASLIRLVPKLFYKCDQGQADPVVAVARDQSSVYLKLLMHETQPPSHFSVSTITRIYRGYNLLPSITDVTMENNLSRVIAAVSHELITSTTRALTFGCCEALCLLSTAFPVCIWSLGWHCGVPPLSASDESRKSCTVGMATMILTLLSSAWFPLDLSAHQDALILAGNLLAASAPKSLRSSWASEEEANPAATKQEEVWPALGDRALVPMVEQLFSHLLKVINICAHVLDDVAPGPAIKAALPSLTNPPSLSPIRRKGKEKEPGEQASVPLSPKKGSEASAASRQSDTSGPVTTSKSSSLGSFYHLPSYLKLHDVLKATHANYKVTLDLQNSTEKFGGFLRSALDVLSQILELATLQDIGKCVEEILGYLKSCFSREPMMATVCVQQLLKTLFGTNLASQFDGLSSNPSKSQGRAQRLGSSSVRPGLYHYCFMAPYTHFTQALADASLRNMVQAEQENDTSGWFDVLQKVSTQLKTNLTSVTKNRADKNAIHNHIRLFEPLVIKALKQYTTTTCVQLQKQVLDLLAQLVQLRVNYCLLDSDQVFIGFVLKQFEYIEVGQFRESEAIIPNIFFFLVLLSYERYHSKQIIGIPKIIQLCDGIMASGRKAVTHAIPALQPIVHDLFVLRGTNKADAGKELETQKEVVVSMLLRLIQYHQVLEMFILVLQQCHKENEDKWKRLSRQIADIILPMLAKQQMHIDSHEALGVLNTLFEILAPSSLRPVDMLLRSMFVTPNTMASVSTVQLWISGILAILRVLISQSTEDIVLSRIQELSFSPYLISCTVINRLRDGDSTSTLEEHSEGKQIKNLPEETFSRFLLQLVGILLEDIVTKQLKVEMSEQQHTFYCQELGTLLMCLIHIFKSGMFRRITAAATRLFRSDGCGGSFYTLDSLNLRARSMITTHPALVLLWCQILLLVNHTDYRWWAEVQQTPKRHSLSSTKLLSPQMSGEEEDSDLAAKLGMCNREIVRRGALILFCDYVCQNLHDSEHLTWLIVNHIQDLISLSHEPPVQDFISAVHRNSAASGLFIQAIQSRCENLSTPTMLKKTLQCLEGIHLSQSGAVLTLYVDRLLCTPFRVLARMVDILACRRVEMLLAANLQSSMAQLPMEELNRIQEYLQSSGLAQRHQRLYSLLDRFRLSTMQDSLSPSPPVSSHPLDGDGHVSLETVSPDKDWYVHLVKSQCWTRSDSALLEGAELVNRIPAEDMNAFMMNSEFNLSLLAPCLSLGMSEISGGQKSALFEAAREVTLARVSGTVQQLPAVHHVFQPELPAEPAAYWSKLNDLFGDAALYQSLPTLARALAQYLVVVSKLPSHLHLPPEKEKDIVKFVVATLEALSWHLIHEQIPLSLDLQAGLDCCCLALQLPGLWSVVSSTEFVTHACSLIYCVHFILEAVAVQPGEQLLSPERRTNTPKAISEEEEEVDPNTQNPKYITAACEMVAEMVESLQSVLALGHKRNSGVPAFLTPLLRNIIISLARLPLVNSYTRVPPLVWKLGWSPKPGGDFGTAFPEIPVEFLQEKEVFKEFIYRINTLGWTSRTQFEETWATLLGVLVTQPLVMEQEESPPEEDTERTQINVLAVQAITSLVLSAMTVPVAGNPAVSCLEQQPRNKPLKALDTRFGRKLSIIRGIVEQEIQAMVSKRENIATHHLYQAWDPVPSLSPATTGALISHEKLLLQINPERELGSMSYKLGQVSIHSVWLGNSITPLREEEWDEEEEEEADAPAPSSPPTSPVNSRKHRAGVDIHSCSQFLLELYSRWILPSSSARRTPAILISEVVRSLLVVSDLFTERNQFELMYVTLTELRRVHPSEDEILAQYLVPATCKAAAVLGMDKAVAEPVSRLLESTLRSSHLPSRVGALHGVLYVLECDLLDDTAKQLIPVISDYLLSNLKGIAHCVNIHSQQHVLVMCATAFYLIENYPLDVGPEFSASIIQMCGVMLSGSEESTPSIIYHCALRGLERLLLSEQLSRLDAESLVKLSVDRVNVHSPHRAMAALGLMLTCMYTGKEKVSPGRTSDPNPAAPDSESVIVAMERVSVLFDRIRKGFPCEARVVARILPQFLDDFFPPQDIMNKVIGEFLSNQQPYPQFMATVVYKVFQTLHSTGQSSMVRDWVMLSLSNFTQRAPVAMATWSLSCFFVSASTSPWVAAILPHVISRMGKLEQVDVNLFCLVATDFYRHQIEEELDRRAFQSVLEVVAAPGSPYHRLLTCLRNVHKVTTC
Pf apPOL block = Pf-apPOL DNA polymerase inhibition. hit rate 0.25% among 210,000. Recombinant Pf-apPOL, molecular beacon fluorescence, 1.5 h. AID 1794808. inhibition, % at 10 µM
An asterisk follows results filed as active; i = inactive; . = no result given; & = joins results of further samples. Cut-off read from the data, not from the text of the source: active = inhibition above about 50%; inactive = the rest.

The opening 3 compounds as a preview:
Each structure is followed by: mHTT-CaM PPI inh	Pf apPOL block
CC(=O)c1c(C(C)=O)c(C)n(-c2ccc3ncccc3c2)c1C
    -3.1	-2.9
Cn1cccc1C(=O)NS(=O)(=O)c1ccccc1Cl
    6.0&2.5	-10.2&-14.4
CCC(=O)N1CCc2cc(N3CC(C(=O)Nc4ccc(C)cc4Cl)CC3=O)ccc21 (centres undefined)
    9.6	-7.5

The listing, repeating the preview:
Each structure is followed by: mHTT-CaM PPI inh	Pf apPOL block
CC(=O)c1c(C(C)=O)c(C)n(-c2ccc3ncccc3c2)c1C
    -3.1	-2.9
Cn1cccc1C(=O)NS(=O)(=O)c1ccccc1Cl
    6.0&2.5	-10.2&-14.4
CCC(=O)N1CCc2cc(N3CC(C(=O)Nc4ccc(C)cc4Cl)CC3=O)ccc21 (centres undefined)
    9.6	-7.5
CN(C)c1nc(NS(=O)(=O)c2ccc(Cl)cc2)nc(N(C)C)n1
    4.4	3.4
Cc1cc(C=NNC(N)=S)c2c(C)ccc(C(C)C)cc1-2
    .	-1.9
O=C(c1cncc(Br)c1)N1CCN(c2ccc(-c3ccco3)nn2)CC1
    3.0	7.9
CC1=NN(c2ccccc2)C(=O)/C1=C/c1ccc(O)c(Cl)c1
    22.0	0.7
O=[N+]([O-])c1ccc(NCC(O)CNc2ccc([N+](=O)[O-])cc2Cl)c(Cl)c1
    30.0	-4.1
O=C(Nc1nnc(Cc2cccs2)o1)c1ccc2ncsc2c1
    4.9	4.5
COC(=O)c1cccc(C(=O)N2CCN(c3ccc(Cl)cc3)CC2)n1
    -0.1	-8.4
O=C(O)CNC(=O)c1sc2ccccc2c1Cl
    -2.4	-3.3&-1.4
Cc1nn(-c2ccccc2)c2nc(N3CCC(NC(=O)CCc4ccccc4)CC3)sc12
    -4.0	-3.4
CCOC(=O)c1cc(C#N)c(Sc2nnc(SC)s2)nc1C(F)(F)F
    .	-5.1
O=C(Nc1cc(N2CCCN(Cc3ccccc3)C2=O)ccc1Cl)C1CC1
    6.8	-0.8
COc1ccccc1NCN1C(=O)S/C(=C\c2ccccc2Cl)C1=O
    42.0	3.5
COc1ccc(C2CC(C(F)(F)F)n3ncc(C(=O)Nc4cccc(O)c4)c3N2)cc1OC (centres undefined)
    28.0	-10.8
COc1ccc(CN2CC(C(=O)N3CCCC3)CC2=O)cc1 (centres undefined)
    -3.4	-1.3
Cc1cc(C)c(NC(=O)Cn2nnc(-c3ccccc3)n2)c(C)c1
    0.4	-6.4
CC1(C(=O)NC2CCCCCCC2)Cc2ccccc2C(=O)N1CCN1CCOCC1 (centres undefined)
    -3.0	-1.9
CNC(=O)c1cc(C)nc2ccc(Cl)cc12
    -2.9	-2.3

(further entries)
Each structure is followed by: mHTT-CaM PPI inh	Pf apPOL block
CCOC(=O)Cn1c(=O)n(-c2ccc(Cl)cc2)c(=O)c2cc(-c3ccccc3)sc21
    .	-1.7
Cc1nc2cc(N3CC(C(=O)NCc4ccccc4F)CC3=O)ccc2o1 (centres undefined)
    12.5	-4.2
C(=NNc1nc2ccccc2s1)c1ccco1
    .	-6.1
CN1CCN(C(=O)Cn2cc(-c3ccccc3)oc2=O)CC1
    -3.9	0.5
CCOC(=O)C(C)Oc1ccc(C)c(NC(=O)c2ccc(Cl)cc2[N+](=O)[O-])c1 (centres undefined)
    .	7.4
COc1ccc(OC)c(Nc2nc3nonc3nc2Nc2cc(OC)ccc2OC)c1
    16.0	-4.1
O=C(Nc1ccc(Oc2ccc(Cl)cc2Cl)cc1)c1cccc([N+](=O)[O-])c1
    1.0	-6.9
COc1cc(NC(=O)CC2CCCCC2)c(OC)cc1Cl
    -4.5	3.9
CN(C)c1nc(-c2ccc(F)cc2)ncc1C(=O)NCC1CCCO1 (centres undefined)
    5.5	-5.8
O=[N+]([O-])c1cccc(C(O)CNCc2ccc3c(c2)OCO3)c1 (centres undefined)
    .	-1.6
COc1cc(NC(=O)C(c2ccccc2)c2ccccc2)cc(OC)c1
    -8.8	0.0
CCOc1ccc(-n2c(SCC(=O)N3CCCC3)nnc2-c2c[nH]c3ccccc23)cc1
    0.0	-5.8
CCCCNC(=O)C1CC(=O)N(c2ccc(F)c(Cl)c2)C1 (centres undefined)
    -2.2	5.2
CCC(CC)C(=O)N1CCC(c2ccn3ncc(C(=O)N4CCCC4)c3c2)CC1
    5.1	-0.8
COc1ccc(Cc2nc(-c3cccc(C)c3)no2)cc1
    -128.9	0.3
Cc1cccc(CN2N=C(C(=O)N3CCCCC3)S(=O)(=O)c3ccccc32)c1
    -5.1	-3.3
Cc1oc(C2CCN(C(=O)CC(C)C)CC2)nc1C(=O)N1CCCC1
    7.1	5.5
CCCNc1cc(N2CCCC(CCC(=O)NCc3cc(F)ccc3F)C2)ncn1 (centres undefined)
    -6.3	-7.8
O=C(CSc1nnc(NC(=O)c2ccc(Cl)cc2)s1)NC1CC1
    -2.7	7.6
CCCS(=O)(=O)NCC1(c2ccccc2)CCOCC1
    -8.8	-5.6

(next part)
Each structure is followed by: mHTT-CaM PPI inh	Pf apPOL block
CCOC(=O)N1CCN(C(=O)CN(C)S(=O)(=O)c2ccc(Br)cc2)CC1
    -0.8	-0.4
CC12C(=O)N(c3cc(Cl)ccc3O)C(=O)C1C1C=CC2C1 (centres undefined)
    9.0	-4.7
Cc1ccc(-c2nc3ccccc3s2)cc1NC(=O)c1ccccc1Br
    -0.5	-1.9
Cc1cccc(-n2cnc3cc(C(=O)N4CCCCC4)ccc32)c1
    12.0	38.4
CCn1nccc1C(=O)N1CCC(CCOc2cccc(F)c2)CC1
    13.3	-1.2
CC1CCc2c(sc(NC(=O)c3cc(-c4ccc5c(c4)OCO5)on3)c2C(N)=O)C1 (centres undefined)
    -1.0	-0.3
CNC(=O)c1nc(-c2ccccc2)nc2c1OCCO2
    4.9	-1.4
CC1(C)CC(=O)C2=C(C1)OC(N)=C(C#N)C2c1ccc2c(c1)OCO2 (centres undefined)
    -1.0&-7.7	-1.1&2.5
N#C/C(=C\c1cccs1)c1nc(-c2ccc(Cl)cc2)cs1
    2.9	-4.9
CC(C)(C)c1ccc(C2=NC(C)(C)N(CC(=O)Nc3ccc4c(c3)OCCO4)C2=O)cc1
    22.5	-4.8
COc1ccc(-c2ccc(/C=C3\Sc4ccccc4C3=O)o2)c([N+](=O)[O-])c1
    51.0*	-4.4
Cc1ccc(C2CC(c3ccccc3)n3ncnc3N2)cc1 (centres undefined)
    -6.4	-2.5
COc1ccc(CCN2CC(C(=O)NCc3cccc(Cl)c3)CC2=O)cc1OC (centres undefined)
    3.4	-3.1
CSc1ccc(CNC(=O)C2CCN(c3cc(=O)n(C)c(=O)n3C)CC2)cc1
    34.9	4.2
CCOc1ccc(Nc2c([N+](=O)[O-])cc([N+](=O)[O-])c3cccnc23)cc1
    29.0	-5.9
O=C(NCCC1CCN(C(=O)c2ccc(F)cc2)CC1)C1CCCC1
    -4.8	-0.8
NS(=O)(=O)c1ccc(CNC2CC(=O)N(c3ccccc3F)C2=O)cc1 (centres undefined)
    0.6	-0.2
S=c1[nH]nc(C2CCCCC2)n1/N=C\c1c[nH]c2ccccc12
    i	.
COc1ccccc1Oc1c(C)oc2c(CN3CCCC(C)C3)c(O)ccc2c1=O (centres undefined)
    3.2	1.4
N#C/C(=C\c1ccc(F)cc1)c1nc(-c2ccc(Cl)cc2)cs1
    -12.4	1.1

Next structures follow:
Each structure is followed by: mHTT-CaM PPI inh	Pf apPOL block
CC(CC(=O)N1CCN(c2nc3ccccc3n(C)c2=O)CC1)c1ccccc1 (centres undefined)
    3.2	-5.8
CCN1CCN(Cc2c(O)ccc3c2OC(=Cc2cc(OC)c(OC)c(OC)c2)C3=O)CC1
    6.9	-22.6
NC(=O)Cn1cnc2sc3c(c2c1=O)CCCC3
    -7.7	-15.6
CC(=O)c1c(C(C)=O)c(C)n(-c2cccc([N+](=O)[O-])c2)c1C
    1.5	-1.3
COc1ccc(C2=NOC(C(=O)Nc3ccc(C#N)cc3)C2)cc1OC (centres undefined)
    6.1	-4.1
Cc1ccc(C2CCCN2C(=O)Cc2ccsc2)cc1 (centres undefined)
    -1.4	-8.0
O=c1c2ccccc2nc2nc(-c3ccccc3)cc(-c3ccccc3)n12
    -0.1	-8.3
C(=C\c1ccccc1)/Sc1cccc2cccnc12
    -257.0	-4.1
CCOc1ccc(CNc2ccc(-c3nc(-c4cccc(F)c4)no3)cn2)cc1
    -4.2	0.3
CCOC(=O)CCCSc1nc2sc3c(c2c(=O)[nH]1)CCC3
    -10.1	-4.9
Cn1cnnc1SCc1ccc(C(=O)c2ccccc2)cc1
    -1.7	-2.2
Cc1ccccc1CNS(=O)(=O)c1ccccc1
    -2.4	-33.5
COc1c(Cl)cnn(-c2ccccc2)c1=O
    -1.5	-4.2
CC1CCCC(C)N1CCNC(=O)C1CCN(S(=O)(=O)N2CCC3(CC2)OCCO3)CC1 (centres undefined)
    0.0	-14.0
CC1CCC(NC(=O)C2(C)CCC(=O)N2Cc2ccc3c(c2)OCO3)CC1 (centres undefined)
    4.0	-0.9
CCOC(=O)c1c(C)oc2cc(Br)c(OC(=O)c3cc(OC)c(OC)c(OC)c3)cc12
    -3.0	-6.8
CCCn1ncc(N2CCC(C(=O)Nc3cccc(OC)c3)CC2)cc1=O
    -2.2	1.0
CC1(C)CC2CC(C)(CN2c2ccc(N3C(=O)CCC3=O)cc2[N+](=O)[O-])C1 (centres undefined)
    42.0	-18.5
O=C(CSc1nc2ccccc2[nH]1)N1CCCCC1
    -1.0	-5.1
CCc1nn2c(CNC(=O)c3ccccc3Cl)c(C)nc2s1
    -6.7	10.7

The final 2 entries of the section before are carried over, then new ones follow.
Each structure is followed by: mHTT-CaM PPI inh	Pf apPOL block
O=C(CSc1nc2ccccc2[nH]1)N1CCCCC1
    -1.0	-5.1
CCc1nn2c(CNC(=O)c3ccccc3Cl)c(C)nc2s1
    -6.7	10.7
O=S(=O)(NCc1ccc(F)cc1)c1cc(Br)ccc1Br
    -16.8	1.1
COc1ccccc1CNC(=O)CSc1ncc(C(=O)Nc2ccccc2)c(=O)n1C
    -12.8	-7.1
O=C(NCc1cccnc1)c1ccc2c(c1)ncn2C1CCCC1
    -7.0	-15.8
O=C(Nc1ccc2c(c1)OCCO2)C1CCCN(c2cnn(Cc3ccccc3)c(=O)c2)C1 (centres undefined)
    34.5	-4.0
Cc1ccc(Nc2cc(N3CCC(C(=O)NCC4CCCO4)CC3)ncn2)cc1 (centres undefined)
    -4.8	-6.6
COc1ccc(-c2cc(-c3cccs3)c(C#N)c(=O)[nH]2)cc1
    .	-36.2
Cc1cccc(C(=O)Nc2cc(C(C)C)c(O)cc2C)c1
    -2.3	-9.5
CCN1CCCC1CNC(=O)c1cccc(-c2nc(-c3ccccc3)no2)c1 (centres undefined)
    13.5	-0.7
COc1ccc(CN2c3cccc[n+]3CC2(O)c2ccc(Cl)cc2)cc1 (centres undefined)
    0.0	0.9
Cc1[nH]nc2c1C(c1cc(F)cc(F)c1)CC(=O)N2 (centres undefined)
    -2.2	0.3
CCc1cccc(NC(=O)CN2C(=O)C3CCCN3C(=O)c3ccc(F)cc32)c1 (centres undefined)
    -4.5	-7.0
CCNc1nc(NCC)nc(Oc2ccc(C=O)cc2)n1
    -3.7	-4.8
COc1cc(OCc2ccccc2)ccc1CN1CCN(c2ccc(C(F)(F)F)cn2)CC1
    .	-2.2&-4.6
COc1ccc2nc(C(=O)NCc3ccc(C)cc3)cn2n1
    1.1	-4.0
CCCCn1c2c(=O)[nH]c(=O)n(C)c2n2c(-c3c(F)cccc3Cl)nnc12
    -13.2	-2.3
O=C(Nc1ccc2c(c1)Cc1ccccc1-2)c1csc(Nc2ncccn2)n1
    10.6	1.8
COc1cccc(C2C=C(c3cccc([N+](=O)[O-])c3)Nc3nc4ccccc4n32)c1OC (centres undefined)
    42.0	-4.3
Cc1nc2c(c(Nc3ccc(C(=O)OCC(C)C)cc3)n1)CCC2
    -3.3	-10.0
COc1ccc(NC(=O)C2CCc3sc(C(=O)N4CCCCC4)cc3C2)cc1F (centres undefined)
    6.0	-2.4
Cc1nc2c(cnn2-c2ccccc2)c(=O)n1N=Cc1ccc(Cl)cc1
    .	9.3

More results follow.
Each structure is followed by: mHTT-CaM PPI inh	Pf apPOL block
Cc1cccc(CN2CCCn3nc(C(=O)NCc4cccnc4)cc3C2=O)c1
    -5.1	-1.5
CCC(=O)Nc1cccc(NC(=O)COc2cc(Cl)c(Cl)cc2Cl)c1
    -1.7	-1.3
CNC(=O)c1cc2c(cn1)[nH]c1ccccc12
    .	0.5
CCN1CCN(C(=O)C2CC(=O)N(Cc3cccc(OC)c3)C2)CC1 (centres undefined)
    -2.4	-1.9
CCOc1ccc(C2(CNC(=O)Cc3ccc(OC)c(OC)c3)CCCC2)cc1
    6.3	0.1
O=C(NC(C(Cl)Cl)S(=O)(=O)c1ccccc1)c1ccccc1 (centres undefined)
    -1.0	2.8
NC(=O)CC1Nc2ccccc2NC1=O (centres undefined)
    -3.2	-5.0

Exported as a markdown table: 3 of the compounds above.
| molecule | mHTT-CaM PPI inh | Pf apPOL block |
| --- | --- | --- |
| CCN1CCN(C(=O)C2CC(=O)N(Cc3cccc(OC)c3)C2)CC1 (centres undefined) | -2.4 | -1.9 |
| CCOc1ccc(C2(CNC(=O)Cc3ccc(OC)c(OC)c3)CCCC2)cc1 | 6.3 | 0.1 |
| O=C(NC(C(Cl)Cl)S(=O)(=O)c1ccccc1)c1ccccc1 (centres undefined) | -1.0 | 2.8 |

An excerpt; the hit share may differ from the screen's.
